Source: PubChem
GalR3 antagonist: GalR3 antagonists in HEK293 cells, primary screen, cell-based, fluorescence readout; Galanin receptor type 3 (Homo sapiens), O60755; HEK293 GalR3-CNG cAMP membrane potential fluorescence; galR3 body fused to GalR1 C-terminus; inhibition, % at 3 µM; 360,000 compounds, 0.44% hits; AID 651719, 2012;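 active means inhibition above the screen-wide average plus 3 SD, cut at about 13% in these data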;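 further: forskolin and galanin both at EC90 stimulate the cells; cAMP rise reported by CNG channel membrane potential dye signal; 0% = forskolin plus galanin with DMSO and 100% = forskolin alone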
IMP-1 inhibitor: IMP-1 metallo-beta-lactamase inhibitors, primary screen, biochemical, epi-absorbance readout, Pseudomonas aeruginosa enzyme; 290,000 compounds, 0.45% hits; inhibition, % at 5.6 µM; AID 1556, 2009; metallo-beta-lactamase IMP-1 (Pseudomonas aeruginosa); purified IMP-1, nitrocefin hydrolysis, epi-absorbance fluorescence;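 active means inhibition above the mean plus 3 SD of all compounds in the same screening run, cut at about 4.5% in these data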;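 further: 0% = IMP-1 with DMSO and 100% = DMSO wells lacking enzyme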
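System: purified IMP-1; amount: IMP-1 0.2 nM before substrate addition; compound: single dose, 5.6 µM; times: 25 °C, 15 min preincubation, 25 min reaction; signal: Epi-absorbance via hydrolysed-nitrocefin quenching of white-plate fluorescence, 480/530 nm, EDTA stop; benchmarks: DMSO with and without IMP-1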
DNA FID counter: compounds displacing fluorescent DNA intercalator, primary screen, artefact control for HCV NS3 helicase inhibitor project, biochemical, FID fluorescence; DNA fluorescent intercalator displacement; inhibition, % at 7.9 µM; 290,000 compounds, 0.17% hits; AID 1845, 2009; in the data active means inhibition above about 37%;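 further: 0% = vehicle and 100% = reference compound; higher means more ethidium bromide displaced from hairpin DNA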
GPR7 antag: GPR7 receptor antagonists, primary screen, cell-based, fluorescence, single concentration; Neuropeptides B/W receptor type 1 (Homo sapiens), P48145; GPR7-expressing cells, fluorescence antagonist assay; inhibition, % at 4.4 µM; 290,000 compounds, 1.1% hits; AID 1861, 2009; in the data active means inhibition above about 16%, passing the limit was not always enough;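 further: cells stimulated with the agonist NPW; 0% = agonist with vehicle and 100% = vehicle without agonist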
OXTR agonist: human OXTR agonists, primary screen, fluorescence, CHO-OTR cells, Fluo-8 calcium; Fluo-8 calcium fluorescence; normalized: DMSO 0%, oxytocin 100%; activation, % at 3 µM; 320,000 compounds, 0.32% hits;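 active means activation above the mean of all tested compounds plus 3 SD, cutoff set per screening run, cut at about 20% in these data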;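 further: peak over basal fluorescence ratio from a 100 s FLIPR kinetic read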
Target sequence (P30559 whole entry, looked up): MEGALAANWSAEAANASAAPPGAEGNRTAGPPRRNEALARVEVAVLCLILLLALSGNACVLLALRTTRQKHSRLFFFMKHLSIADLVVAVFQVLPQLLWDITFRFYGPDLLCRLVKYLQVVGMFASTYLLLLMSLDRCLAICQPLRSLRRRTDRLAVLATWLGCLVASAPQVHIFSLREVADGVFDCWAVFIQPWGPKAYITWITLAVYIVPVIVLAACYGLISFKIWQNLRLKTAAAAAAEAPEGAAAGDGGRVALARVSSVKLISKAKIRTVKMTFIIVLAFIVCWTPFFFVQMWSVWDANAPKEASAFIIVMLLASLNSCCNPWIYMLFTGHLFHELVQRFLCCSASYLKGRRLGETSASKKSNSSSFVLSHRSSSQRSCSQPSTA
V1R ag counter: agonists of human V1a receptor, primary screen, counter-screen for OXTR agonist project, fluorescence, CHO-V1R cells | Vasopressin V1a receptor (Homo sapiens), P37288 | Fluo-8 calcium fluorescence, agonist mode; 0% DMSO, 100% 3 nM vasopressin | activation, % at 3 µM | 320,000 compounds, 0.25% hits;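 active means activation above the mean activation of all tested compounds plus 3 SD, per screening run, cut at about 20% in these data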;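 further: signal is peak over basal fluorescence ratio across a 100 second FLIPR read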
Target sequence (P37288 whole entry, looked up): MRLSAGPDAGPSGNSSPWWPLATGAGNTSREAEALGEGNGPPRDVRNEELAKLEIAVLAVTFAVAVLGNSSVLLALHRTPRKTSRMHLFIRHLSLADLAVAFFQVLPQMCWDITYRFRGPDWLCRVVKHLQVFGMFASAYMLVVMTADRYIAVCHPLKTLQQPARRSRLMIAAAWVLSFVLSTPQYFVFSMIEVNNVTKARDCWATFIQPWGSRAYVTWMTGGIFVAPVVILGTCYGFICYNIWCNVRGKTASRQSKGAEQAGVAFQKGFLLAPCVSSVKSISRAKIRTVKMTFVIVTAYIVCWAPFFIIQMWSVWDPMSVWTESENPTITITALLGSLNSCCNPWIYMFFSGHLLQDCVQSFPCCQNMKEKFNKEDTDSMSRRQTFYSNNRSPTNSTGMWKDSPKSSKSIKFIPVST
NS3 helicase inh: inhibitors of HCV NS3 helicase, primary screen, biochemical, Cy5 molecular beacon fluorescence. NS3 helicase DNA unwinding. inhibition, % at 10.9 µM. 290,000 compounds, 0.56% hits. AID 1800, 2009;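 active means inhibition above the mean of all tested compounds plus 3 SD, set per campaign, cut at about 35% in these data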;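 further: 0% = DMSO wells and 100% = thioflavine S control wells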
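assay system = NS3 helicase fragment of HCV | buffer or medium = MOPS pH 6.5, MgCl2, DTT, Tween20, BSA | timing = 60 min unwinding reaction at 25 °C after ATP addition | signal = Cy5 beacon fluorescence read at start and 1 h | read-out basis = % inhibition of unwinding | control set = low DMSO, high thioflavine S at 110 µM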
PHOSPHO1 block: PubChem AID 1565 | recombinant PHOSPHO1, absorbance phosphatase assay | inhibition, % at 13.3 µM | 290,000 compounds, 1.1% hits; in the data active means inhibition above about 60%
Target sequence (Q8TCT1 whole entry, looked up): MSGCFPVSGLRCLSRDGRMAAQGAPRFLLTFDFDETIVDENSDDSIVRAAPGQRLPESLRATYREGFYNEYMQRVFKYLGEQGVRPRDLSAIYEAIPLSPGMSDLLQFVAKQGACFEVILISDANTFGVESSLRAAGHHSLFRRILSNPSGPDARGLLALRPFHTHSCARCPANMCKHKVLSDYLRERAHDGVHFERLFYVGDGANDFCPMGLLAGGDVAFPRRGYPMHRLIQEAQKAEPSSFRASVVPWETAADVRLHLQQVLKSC
VIM-2 inh: VIM-2 metallo-beta-lactamase inhibitors, primary screen, biochemical, epi-absorbance readout, Pseudomonas aeruginosa enzyme | purified VIM-2, nitrocefin hydrolysis, epi-absorbance fluorescence | inhibition, % at 5.6 µM | 290,000 compounds, 0.89% hits;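 active means inhibition above the mean of all tested compounds plus 3 SD, cutoff set per screening run, cut at about 7.5% in these data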;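 further: red hydrolysis product quenches plate fluorescence so inhibitors raise well fluorescence; 0% = enzyme with DMSO and 100% = DMSO without enzyme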
An asterisk follows results filed as active.

The opening two entries as a preview:
Screening Cc1ccc(OCc2cc(C(=O)NCCc3cccnc3)no2)cc1C returned GalR3 antagonist -11, IMP-1 inhibitor -0.5, DNA FID counter -38, GPR7 antag -1, OXTR agonist 4.5, V1R ag counter 5.9, NS3 helicase inh 4, PHOSPHO1 block -22 and VIM-2 inh 0.3.
Screening Cc1cc(NC(=O)c2ccc(Cl)cc2)n(-c2ccccc2)n1 returned GalR3 antagonist -9, IMP-1 inhibitor -1.5, DNA FID counter -7, GPR7 antag -18, OXTR agonist -1.1, V1R ag counter 0.1, NS3 helicase inh -1, PHOSPHO1 block 20 and VIM-2 inh -2.4.

This part in full (from the top)
Screening Cc1ccc(OCc2cc(C(=O)NCCc3cccnc3)no2)cc1C returned GalR3 antagonist -11, IMP-1 inhibitor -0.5, DNA FID counter -38, GPR7 antag -1, OXTR agonist 4.5, V1R ag counter 5.9, NS3 helicase inh 4, PHOSPHO1 block -22 and VIM-2 inh 0.3.
Screening Cc1cc(NC(=O)c2ccc(Cl)cc2)n(-c2ccccc2)n1 returned GalR3 antagonist -9, IMP-1 inhibitor -1.5, DNA FID counter -7, GPR7 antag -18, OXTR agonist -1.1, V1R ag counter 0.1, NS3 helicase inh -1, PHOSPHO1 block 20 and VIM-2 inh -2.4.
Screening Cn1c(SCC(=O)Nc2ccc(C(N)=O)cc2)nc2c(c1=O)SCC2 returned GalR3 antagonist -3, IMP-1 inhibitor 2.4, DNA FID counter -6, GPR7 antag 11, OXTR agonist -0.5, V1R ag counter 0.2, NS3 helicase inh 3, PHOSPHO1 block 24 and VIM-2 inh 1.1.
`Cc1ccc(NC(=O)N2CCN(Cc3ccc4c(c3)OCO4)CC2)cc1` gave GalR3 antagonist -3, IMP-1 inhibitor -2.3, DNA FID counter -6, GPR7 antag 1, OXTR agonist -0.9, V1R ag counter -0.2, NS3 helicase inh 3, PHOSPHO1 block 7 and VIM-2 inh -1.5.
For COc1ccc(CCNC(=O)C2CCCN2C(=O)Nc2cccc(OC)c2)cc1 (stereo unspecified) the results were GalR3 antagonist 0, IMP-1 inhibitor -0.1, DNA FID counter -19, GPR7 antag 2, OXTR agonist -1.6, V1R ag counter 1.2, NS3 helicase inh -7, PHOSPHO1 block 40 and VIM-2 inh -0.3.
Screening COC(=O)c1cc(S(=O)(=O)N2CCCC2)c(Cl)cc1Cl returned GalR3 antagonist -11, IMP-1 inhibitor -2.9, DNA FID counter -9, GPR7 antag -17, OXTR agonist -0.2, V1R ag counter -1.1, NS3 helicase inh 2, PHOSPHO1 block 34 and VIM-2 inh -2.3.
For CN(C)c1ccc(-c2nn3c(-c4ccccc4Cl)nnc3s2)cc1 the results were GalR3 antagonist 1, IMP-1 inhibitor -1.6, DNA FID counter 0, GPR7 antag 25*, OXTR agonist -1.6, V1R ag counter -1.8, NS3 helicase inh 0, PHOSPHO1 block 30 and VIM-2 inh -1.6.
Screening CC(C)C(=O)N1CCN(c2ccc([N+](=O)[O-])c(NC(C)c3ccccc3)c2)CC1 (stereo unspecified) returned GalR3 antagonist 1, IMP-1 inhibitor -4.7, DNA FID counter -22, GPR7 antag 1, OXTR agonist -1.9, V1R ag counter -2.0, NS3 helicase inh -13, PHOSPHO1 block -12 and VIM-2 inh -3.9.
`CCc1nccn1CCC(=O)NC1CCCc2c1cnn2-c1ccc(F)cc1F` (stereo unspecified) gave GalR3 antagonist -3, IMP-1 inhibitor -0.4, DNA FID counter -1, GPR7 antag -5, OXTR agonist -0.6, V1R ag counter 1.0, NS3 helicase inh 3, PHOSPHO1 block 20 and VIM-2 inh -0.2.
Screening COc1ccc2cc(C(=O)C3CCCN(C(=O)c4ccnn4C)C3)ccc2c1 (stereo unspecified) returned GalR3 antagonist -5, IMP-1 inhibitor -1.5, DNA FID counter -31, GPR7 antag 10, OXTR agonist 7.3, V1R ag counter 4.7, NS3 helicase inh -7, PHOSPHO1 block 20 and VIM-2 inh -0.5.
Screening CCOC(=O)c1c(Nc2nc(C)c(C(=O)NC)s2)sc(C)c1C returned GalR3 antagonist 2, IMP-1 inhibitor -2.1, DNA FID counter -8, GPR7 antag -13, OXTR agonist -0.9, V1R ag counter -0.3, NS3 helicase inh 0, PHOSPHO1 block 36 and VIM-2 inh -2.9.
For CCCc1cc(C(=O)Nc2ccc(C(=O)c3ccc(C)cc3)cc2)n(C)n1 the results were GalR3 antagonist -3, IMP-1 inhibitor -0.5, DNA FID counter -40, GPR7 antag -3, OXTR agonist 0.7, V1R ag counter 5.5, NS3 helicase inh -6, PHOSPHO1 block 23 and VIM-2 inh -1.9.
`O=C(CN1C(=O)C2CC=CCC2C1=O)Nc1ccc(S(=O)(=O)Nc2nccs2)cc1` (stereo unspecified) gave GalR3 antagonist 5, IMP-1 inhibitor -1.6, DNA FID counter -3, GPR7 antag 4, OXTR agonist 1.4, V1R ag counter 0.2, NS3 helicase inh -4, PHOSPHO1 block 33 and VIM-2 inh -1.7.
`COc1ccc(S(=O)(=O)NC2(C(F)(F)F)NC(=O)N(CCc3ccccc3)C2=O)cc1` (stereo unspecified) gave GalR3 antagonist -9, IMP-1 inhibitor -2.3, DNA FID counter -15, GPR7 antag -12, OXTR agonist 0.1, V1R ag counter 0.3, NS3 helicase inh 7, PHOSPHO1 block 0 and VIM-2 inh -5.2.
`Cc1cccc(N2CCN(C(=O)c3cc(=O)[nH]c4ccccc34)CC2)c1C` gave GalR3 antagonist -5, IMP-1 inhibitor -0.4, DNA FID counter -34, GPR7 antag -6, OXTR agonist -0.8, V1R ag counter -0.1, NS3 helicase inh 4, PHOSPHO1 block -123 and VIM-2 inh -3.2.
Screening CCOC(=O)Cn1c(CN(C)Cc2ccccc2)nc2c1c(=O)n(C)c(=O)n2C returned GalR3 antagonist -6, IMP-1 inhibitor -0.5, DNA FID counter -24, GPR7 antag 1, OXTR agonist -0.4, V1R ag counter -0.6, NS3 helicase inh 3 and VIM-2 inh -0.2.
O=C(Nc1ccccc1)c1ccc(=O)n(Cc2ccc(F)c(F)c2)c1 was read as GalR3 antagonist 3, IMP-1 inhibitor -5.3, DNA FID counter -8, GPR7 antag 15, OXTR agonist 3.5, V1R ag counter 4.6, NS3 helicase inh -8, PHOSPHO1 block 65* and VIM-2 inh -0.5.
For O=C(CCc1ccc(S(=O)(=O)NCCc2ccccc2)cc1)NCc1ccco1 the results were GalR3 antagonist 1, IMP-1 inhibitor -2.5, DNA FID counter -21, GPR7 antag -5, OXTR agonist 1.9, V1R ag counter 3.5, NS3 helicase inh 6, PHOSPHO1 block -7 and VIM-2 inh -3.1.
For COC(=O)[C@H](CC(C)C)NC(=O)NC1CCCc2ccccc21 (stereo partly specified) the results were GalR3 antagonist 6, IMP-1 inhibitor -2.2, DNA FID counter -12, GPR7 antag 1, OXTR agonist -2.4, V1R ag counter -0.5, NS3 helicase inh 3, PHOSPHO1 block 1 and VIM-2 inh 0.2.
`N#Cc1c(N)c(C(=O)c2ccccc2)n2c1CCC2` gave GalR3 antagonist -1, IMP-1 inhibitor -0.6, DNA FID counter -2, GPR7 antag 2, OXTR agonist -0.5, V1R ag counter -0.5, NS3 helicase inh 6, PHOSPHO1 block -14 and VIM-2 inh -1.9.
`CCc1cc(=O)[nH]c(SC/C=C/c2ccccc2)n1` gave IMP-1 inhibitor -0.2, DNA FID counter -20, GPR7 antag 5, OXTR agonist -0.4, V1R ag counter 3.0, NS3 helicase inh -5, PHOSPHO1 block 11 and VIM-2 inh -0.9.
CCN(CC)C(=O)c1cn(CCC#N)nc1-c1ccc(F)cc1 was read as GalR3 antagonist 8, IMP-1 inhibitor -2.1, DNA FID counter -7, GPR7 antag -8, OXTR agonist 0.7, V1R ag counter 0.7, NS3 helicase inh -2, PHOSPHO1 block -1 and VIM-2 inh -1.1.
CN(C)S(=O)(=O)c1cccc(N=c2scc(-c3ccc4c(c3)NC(=O)CO4)n2CC2CCCO2)c1 (stereo unspecified) was read as GalR3 antagonist -3, IMP-1 inhibitor -1.4, DNA FID counter -32, GPR7 antag 9, OXTR agonist 5.1, V1R ag counter 7.5, NS3 helicase inh -8, PHOSPHO1 block 35 and VIM-2 inh -3.2.
For O=C(CNC(=O)OCc1ccccc1)NC1CCCCNC1=O (stereo unspecified) the results were GalR3 antagonist -8, IMP-1 inhibitor -2.5, DNA FID counter 0, GPR7 antag -7, OXTR agonist -0.1, V1R ag counter 1.6, NS3 helicase inh 7, PHOSPHO1 block 31 and VIM-2 inh -1.0.
`Cn1c(CCN2CCOCC2)nc2cc(NC(=O)COc3ccccc3)ccc21` gave GalR3 antagonist -2, IMP-1 inhibitor -4.3, DNA FID counter -6, GPR7 antag -5, OXTR agonist 1.0, V1R ag counter 0.1, NS3 helicase inh 5, PHOSPHO1 block -3 and VIM-2 inh -2.1.
Screening CCOc1ccc2nc(SC3CC(=O)N(c4ccc(OC)cc4OC)C3=O)sc2c1 (stereo unspecified) returned GalR3 antagonist 1, IMP-1 inhibitor -3.5, DNA FID counter -21, GPR7 antag -10, OXTR agonist -1.0, V1R ag counter -0.5, NS3 helicase inh -4, PHOSPHO1 block -140 and VIM-2 inh -2.9.
For Cc1cc(C)n2nc(C(=O)OCC(=O)c3c[nH]c4ccccc34)nc2n1 the results were GalR3 antagonist -6, IMP-1 inhibitor -3.3, DNA FID counter -1, GPR7 antag 2, OXTR agonist 0.7, V1R ag counter 0.5, NS3 helicase inh 10, PHOSPHO1 block -27 and VIM-2 inh -0.6.
For Brc1cnc(N2CCCC2)nc1N1CCCCC1 the results were GalR3 antagonist -2, IMP-1 inhibitor -2.1, DNA FID counter 0, GPR7 antag 5, OXTR agonist -0.6, V1R ag counter -0.4, NS3 helicase inh 1, PHOSPHO1 block 15 and VIM-2 inh -6.0.
COc1ccc(CN(CC(=O)NC2CCCC2)C(=O)c2csnn2)cc1 was read as GalR3 antagonist -3, IMP-1 inhibitor -5.6, DNA FID counter -17, GPR7 antag -7, OXTR agonist 0.6, V1R ag counter 0.3, NS3 helicase inh 4, PHOSPHO1 block 11 and VIM-2 inh -2.0.
`CC(CN1CCN(C/C=C/c2ccccc2)CC1)c1ccccc1` (stereo unspecified) gave GalR3 antagonist -7, IMP-1 inhibitor 2.7, DNA FID counter 1, GPR7 antag 6, OXTR agonist 0.7, V1R ag counter -0.6, NS3 helicase inh -2, PHOSPHO1 block 24 and VIM-2 inh 1.3.
